esBAF inh = blocks esBAF chromatin remodeling in mouse ES cells | Bmi1-luciferase knock-in reporter, 24 h; 100% = twice the neutral-well signal | reporter increase, % at 12.5 µM | actives 2% (n = 350,000); in the data active = activation above about 40%;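 also: 0% = median of the plate's neutral control wells and 100% = double that signal; a rise in the Bmi1 reporter signal indicates esBAF inhibition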
C2C12 statin = suppressors of simvastatin-induced myotoxicity in C2C12 myotubes | AID 602340 | rescue of ATP level, % at 7.49 µM | actives 0.78% (n = 330,000) | ATP luminescence, 48 h; scaled: DMSO 0, geranylgeraniol control 100;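 active = mean ATP rescue above about 67%, or every replicate alone reaching that limit, limit read from the data, passing the limit was not always enough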;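 also: myotubes were challenged with 10 µM simvastatin during compound exposure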
The depositor's hits bear a star. The list is partial. The share of hits here may be higher or lower than overall.

1. C=CCOc1c(OC)cc(Cl)cc1C1NC(=O)NC(C)=C1C(C)=O (centres undefined)
2. COc1cc(-n2c(C)nc3cc(C(=O)NCc4ccco4)ccc32)cc(OC)c1OC
3. Cc1c(NC(=O)C(C)NCC2CCCO2)c(=O)n(-c2ccccc2)n1C (centres undefined)
4. C=CCN1C(=O)/C(=N/n2cnnc2)c2ccccc21
5. CCCSc1nnc2n(-c3ccccc3OC)c(=O)c3c4c(sc3n12)CCC4
6. COc1cccc(NC(=O)CSc2nnc(-c3cccs3)n2C)c1
7. Cc1nc(SCC(=O)c2ccccc2)c(C#N)c(-c2ccco2)c1C(=O)NCc1ccco1
8. CC(C(=O)Nc1cc(C(F)(F)F)ccc1N1CCOCC1)N1C(=O)C2CC=CCC2C1=O (centres undefined)

Screen / compound no. | 1 | 2 | 3 | 4 | 5 | 6 | 7 | 8
esBAF inh | -9.1 | -1.8 | -1.6 | -10.3 | -8.9 | -7.1 | 4.6 | -6.1
C2C12 statin | 15.9 | 1.9 | -5.2 | 4.3 | -1.3 | 15.8 | -19.2 | -23.3

9. O=C(O)c1cccc(NC(=O)c2cccc(NC(=O)C3CCCO3)c2)c1 (centres undefined)
10. O=C(O)c1cc2cc(OCc3ccccc3)ccc2[nH]1
11. CSc1nc2[nH]c3c(c2c2ncnn12)CCCC3
12. O=C(O)CSc1ncnc2sc3c(c12)CCC3
13. COC(=O)c1ccccc1NC(=O)c1ccc(NS(C)(=O)=O)cc1
14. O=c1ccc2cc(S(=O)(=O)Nc3ccc(F)cc3)ccc2o1
15. O=C(CN(Cc1ccco1)C(=O)c1cc(=O)[nH]c2ccccc12)Nc1ccccc1C(F)(F)F
16. CCc1nc2ccccc2n1CC(C)C(=O)O (centres undefined)

Screen / compound no. | 9 | 10 | 11 | 12 | 13 | 14 | 15 | 16
esBAF inh | 2.0 | 10.8 | 8.0 | -15.6 | -9.1 | -1.7 | 0.5 | -4.9
C2C12 statin | 41.9 | 20.8 | -1.8 | 22.8 | -7.3 | 2.1 | 3.0 | -6.6

17. COC(=O)Cn1cnc2c(nnn2-c2ccc(C)cc2)c1=O
18. CCCCOC(=O)Nc1ccc(C(=O)OCCC)cc1
19. C=CCSc1nc2sc(-c3ccccc3)cc2c(=O)n1N
20. CCOC(=O)c1sc2ncn(C(CC)C(=O)OC)c(=O)c2c1C (centres undefined)
21. Cc1ccc(S(=O)(=O)c2c(COC(=O)c3ccccc3Cl)c(-c3ccccc3)nn2C)cc1
22. CCOC(=O)/C(C#N)=C1/CCCCCN1C
23. Cc1cc(C)nc(SCC(=O)NC2=NN=C(c3ccc(Br)cc3)CS2)n1
24. OCCn1c(SCCOc2ccccc2)nc2ccccc21

Screen / compound no. | 17 | 18 | 19 | 20 | 21 | 22 | 23 | 24
esBAF inh | -1.7 | 8.2 | 7.9 | -5.3 | -16.9 | 8.0 | -55.5 | -0.4
C2C12 statin | -2.3 | 8.1 | 10.7 | 2.5 | 116.2* | 2.5 | 145.1* | -19.9

Another view of some results above:
nr | canonical_smiles | esBAF inh | C2C12 statin
6 | COc1cccc(NC(=O)CSc2nnc(-c3cccs3)n2C)c1 | -7.1 | 15.8
7 | Cc1nc(SCC(=O)c2ccccc2)c(C#N)c(-c2ccco2)c1C(=O)NCc1ccco1 | 4.6 | -19.2
8 | CC(C(=O)Nc1cc(C(F)(F)F)ccc1N1CCOCC1)N1C(=O)C2CC=CCC2C1=O (centres undefined) | -6.1 | -23.3
9 | O=C(O)c1cccc(NC(=O)c2cccc(NC(=O)C3CCCO3)c2)c1 (centres undefined) | 2.0 | 41.9
10 | O=C(O)c1cc2cc(OCc3ccccc3)ccc2[nH]1 | 10.8 | 20.8
11 | CSc1nc2[nH]c3c(c2c2ncnn12)CCCC3 | 8.0 | -1.8
12 | O=C(O)CSc1ncnc2sc3c(c12)CCC3 | -15.6 | 22.8
13 | COC(=O)c1ccccc1NC(=O)c1ccc(NS(C)(=O)=O)cc1 | -9.1 | -7.3
14 | O=c1ccc2cc(S(=O)(=O)Nc3ccc(F)cc3)ccc2o1 | -1.7 | 2.1
15 | O=C(CN(Cc1ccco1)C(=O)c1cc(=O)[nH]c2ccccc12)Nc1ccccc1C(F)(F)F | 0.5 | 3.0
16 | CCc1nc2ccccc2n1CC(C)C(=O)O (centres undefined) | -4.9 | -6.6
17 | COC(=O)Cn1cnc2c(nnn2-c2ccc(C)cc2)c1=O | -1.7 | -2.3
18 | CCCCOC(=O)Nc1ccc(C(=O)OCCC)cc1 | 8.2 | 8.1
19 | C=CCSc1nc2sc(-c3ccccc3)cc2c(=O)n1N | 7.9 | 10.7
20 | CCOC(=O)c1sc2ncn(C(CC)C(=O)OC)c(=O)c2c1C (centres undefined) | -5.3 | 2.5
21 | Cc1ccc(S(=O)(=O)c2c(COC(=O)c3ccccc3Cl)c(-c3ccccc3)nn2C)cc1 | -16.9 | 116.2*

(continued)
25. CC(C)CC1(C)NC(=O)NC1=O (centres undefined)
26. COc1ccccc1NC(=O)Cc1csc(NC(=S)Nc2ccc(C)cc2)n1
27. O=C(CC(c1ccco1)C1CCCCC1=O)c1ccco1 (centres undefined)
28. CC(=O)c1cc(NC(=O)c2cccc(C(F)(F)F)c2)c(=O)oc1/C=C/N(C)C
29. CNC(=S)N1N=C(c2ccccc2)CC1c1ccc(Br)cc1 (centres undefined)
30. CCOc1ccc(N(CC(=O)NC2CCCC2)S(=O)(=O)c2c(C)noc2C)cc1
31. CN1C(=O)c2ccc(N3CCCC3)cc2C1=O
32. CC(C)N(CCn1c(=S)[nH]c2ccccc2c1=O)C(C)C

Screen / compound no. | 25 | 26 | 27 | 28 | 29 | 30 | 31 | 32
esBAF inh | -4.1 | -3.1 | -2.8 | -7.6 | 17.8 | 3.5 | 22.9 | -5.8
C2C12 statin | 116.7* | -4.0 | 1.5 | -13.1 | 10.1 | 12.2 | 18.5 | -6.2

33. COc1ccc(C2c3sc(=O)[nH]c3SC3C4CCC(C4)C23)cc1 (centres undefined)
34. O=C1C2C3C=CC(C3=C(c3ccccc3)c3ccccc3)C2C(=O)N1Cc1ccccc1 (centres undefined)
35. Cc1cccc(-n2nc3c(c2NC(=O)c2ccc(S(=O)(=O)N4CCOCC4)cc2)CSC3)c1C
36. CC(C)N(C(=O)CSc1nn2c(=O)c(C(C)(C)C)nnc2s1)c1ccccc1
37. CCCCOC(=O)C1=C(C)Nc2nnnn2C1c1ccc(OC)c(OC)c1OC (centres undefined)
38. CCOC(=O)c1ccc(NC(=O)CSc2n[nH]c(-c3ccncc3)n2)cc1
39. CCCCCn1ccc(=N)cc1
40. CCOc1ccccc1-c1nc(-c2cc3ccccc3nc2OC)no1

Screen / compound no. | 33 | 34 | 35 | 36 | 37 | 38 | 39 | 40
esBAF inh | -5.3 | -2.5 | -3.2 | -4.1 | 1.9 | 13.2 | 14.5 | -3.8
C2C12 statin | 5.3 | 19.7 | -18.7 | 3.8 | 4.6 | 13.1 | -20.3 | -12.6

41. Cc1ccc(C(=O)Oc2ccc(C(=O)COC(=O)C3CC(=O)N(Cc4ccco4)C3)cc2)cc1 (centres undefined)
42. COc1ccc(NC(=S)Nc2nc(CC(=O)Nc3ccccc3OC)cs2)cc1
43. Cc1ccc(S(=O)(=O)N2CC3CCC2C3)cc1 (centres undefined)
44. O=C(CCS(=O)(=O)Cc1ccccc1F)N1CCc2ccccc2C1
45. COC(=O)c1c(NC(=O)Nc2ccc(Cl)cc2)sc(C)c1C
46. Cc1ccc(CN(C)CCc2ccccn2)cc1
47. Cc1nc2cc(NS(=O)(=O)c3c(C)c(C)cc(C)c3C)ccc2s1
48. CCc1ccccc1N(CC(=O)NCc1ccco1)C(=O)c1snc(C(N)=O)c1N

Screen / compound no. | 41 | 42 | 43 | 44 | 45 | 46 | 47 | 48
esBAF inh | 1.6 | -26.1 | -1.5 | -0.7 | 18.3 | 1.8 | 14.3 | 5.8
C2C12 statin | -5.9 | 0.9 | 1.7 | 14.6 | -14.4 | -4.3 | 38.1 | 0.7

49. O=C1N(CN2C(=O)C3(OCCO3)c3ccccc32)c2ccccc2C12OCCO2
50. c1ccc(OCCOCCSc2ncccn2)cc1
51. C[C@H](C(=O)CC(=O)OC(C)(C)C)[C@H](O)c1ccc(C(F)(F)F)cc1
52. Cc1ccc(-c2cnc(C(O)c3ccc(Cl)c(F)c3)[nH]2)cc1 (centres undefined)
53. COc1ccc(CCNS(=O)(=O)c2ccc3c(c2)CCN3C(=O)CCC(=O)O)cc1OC
54. CN1CCc2c(n(CC(O)CN3C(=O)c4ccccc4S3(=O)=O)c3ccccc23)C1=O (centres undefined)
55. CCOc1ccccc1C1C(C(=O)Nc2ccccc2OC)=C(C)Nc2nnnn21 (centres undefined)
56. c1ccc(-n2nnnc2SCc2cn3cccnc3n2)cc1

Screen / compound no. | 49 | 50 | 51 | 52 | 53 | 54 | 55 | 56
esBAF inh | -7.2 | 12.7 | -6.5 | 2.0 | -3.3 | 1.3 | 0.6 | 1.7
C2C12 statin | 30.8 | -2.7 | 7.6 | -1.7 | 2.3 | 2.7 | 26.1 | 7.1

57. O=C([C@H](Cc1ccccc1)NS(=O)(=O)c1ccc(Cl)cc1)N1CC[C@@]2(O)CCCC[C@H]2C1
58. CCC1S/C(=C(\C#N)C(=O)NCc2ccco2)N(c2ccc(Br)cc2)C1=O (centres undefined)
59. O=c1[nH]c(SCc2nc3ccccc3n2Cc2ccccc2)nc2ccccc12
60. CCCCNC(=O)CCn1nc(-c2ccccc2)c2ccccc2c1=O
61. COc1ccccc1NC(=S)NCc1ccco1
62. CCOC(=O)C1CCN(c2ncnc3c2cnn3-c2ccccc2)CC1
63. O=C(O)CC(=O)Nc1ccccc1
64. CCC(C)C(=O)Nc1c2c(nc3c1CCC3)CCCC2 (centres undefined)

Screen / compound no. | 57 | 58 | 59 | 60 | 61 | 62 | 63 | 64
esBAF inh | -5.7 | -2.9 | -5.5 | 2.7 | -1.0 | -23.1 | 0.6 | -8.3
C2C12 statin | 5.2 | -1.6 | -5.4 | 4.8 | 11.5 | -5.8 | 2.9 | 5.1

65. O=C1C=C(NC2CC2)C2(CCCCC2)O1
66. N#Cc1ccc(OCC(=O)N2CCN(S(=O)(=O)c3cccs3)CC2)cc1
67. O=C(NCc1cccc(Cl)c1)c1cnccn1
68. COc1ccc(-c2cc(-c3cc(OC)ccc3O)[nH]n2)cc1
69. CN(C(=O)CSc1nnc(Nc2ccccc2)s1)c1c(N)n(Cc2ccccc2)c(=O)[nH]c1=O
70. COc1ccc(S(=O)(=O)N2CCC(C(=O)N3CCCC3)CC2)cc1Cl
71. COc1cccc(N2C(=O)CC(Nc3ccc(N4CCOCC4)cc3)C2=O)c1 (centres undefined)
72. COc1ccc(OC)c(C2C(C(=O)c3ccc(C)o3)=C(O)C(=O)N2CCCN2CCOCC2)c1 (centres undefined)

Screen / compound no. | 65 | 66 | 67 | 68 | 69 | 70 | 71 | 72
esBAF inh | -15.9 | 10.8 | 0.5 | 53.6* | -3.4 | -1.1 | 17.4 | -11.3
C2C12 statin | 1.5 | 10.7 | -1.9 | -3.2 | 7.7 | 11.8 | 20.6 | -0.3

73. CC(C)C[C@H](NC(=O)c1[nH]cnc1C(=O)N[C@@H](C)c1ccccc1)C(=O)OCc1ccccc1
74. COc1cccc(CN2CCN(C(=O)c3cccs3)CC2)c1OC
75. O=C(NNC1=C(C(=O)C(F)(F)F)CCC1)c1cccc(O)c1
76. Cc1occc1C(=O)Nc1c(F)c(F)c(F)c(F)c1F
77. CCOC(=O)C1CCN(S(=O)(=O)Cc2ccc(Cl)cc2)CC1
78. Cc1cc(C)cc(C(=O)/C=C2\NC(=O)CS2)c1
79. Cc1ccc(S(=O)(=O)c2nnn3c2nc(NC2CCN(Cc4ccccc4)CC2)c2ccccc23)cc1C
80. CC1CCN(CCCNC(=O)c2coc3nc4ccccc4nc23)CC1

Screen / compound no. | 73 | 74 | 75 | 76 | 77 | 78 | 79 | 80
esBAF inh | -4.9 | 15.2 | 7.6 | -4.4 | 8.4 | -1.6 | 13.1 | 9.9
C2C12 statin | -8.9 | 11.8 | 4.7 | 10.1 | -2.2 | 2.2 | -3.4 | -1.3

81. CCCS(=O)(=O)c1c(S(=O)(=O)CCC)c2cnccn2c1C(=O)c1ccc(CC)cc1
82. O=C(CSc1nc2ccccc2o1)N1CCN(C(=O)c2ccco2)CC1
83. O=S(=O)(Nn1cnnc1)c1ccccc1Cl
84. COCCn1c(SCC(=O)N2CCCc3ccccc32)nc2ccccc2c1=O
85. O=C1COc2ccc(-c3csc(=Nc4ccc(OC(F)F)cc4)n3CC3CCCO3)cc2N1 (centres undefined)
86. CCOc1ccc(CCNC(=O)CCCN2C(=O)c3ccccc3C2=O)cc1OCC
87. CC(=O)Nc1ccc(-n2c(C)nc(=O)c(-c3ccccc3)c2C)cc1
88. Cc1sc(NC(=O)C2CCCCC2C(=O)O)c(C(N)=O)c1-c1ccc(C(C)C)cc1 (centres undefined)

Screen / compound no. | 81 | 82 | 83 | 84 | 85 | 86 | 87 | 88
esBAF inh | 1.7 | -6.0 | -2.8 | -1.8 | -4.8 | -2.6 | -4.9 | 62.3*
C2C12 statin | 7.8 | 9.9 | 6.5 | -4.4 | 1.0 | 17.9 | -9.8 | -9.7

89. C=CCOC(=O)C1=C(C)Nc2nnnn2C1c1cccc(OC)c1OC (centres undefined)
90. Cc1cccc2cc(COC(=O)COc3ccccc3)c(=O)[nH]c12
91. Cc1ccc(-n2nc3c(c2NC(=O)C(C)C)CS(=O)(=O)C3)cc1
92. O=S(=O)(c1ccccc1)N1CCN(CC(O)COc2ccc3c(c2)CCC3)CC1 (centres undefined)

Screen / compound no. | 89 | 90 | 91 | 92
esBAF inh | -8.7 | -0.2 | -4.5 | 7.1
C2C12 statin | 5.1 | 9.5 | -1.2 | -1.3

Three compounds out of the list above, arranged by the number in esBAF inh, low to high.
entry | SMILES | esBAF inh
20 | CCOC(=O)c1sc2ncn(C(CC)C(=O)OC)c(=O)c2c1C (centres undefined) | -5.3
55 | CCOc1ccccc1C1C(C(=O)Nc2ccccc2OC)=C(C)Nc2nnnn21 (centres undefined) | 0.6
54 | CN1CCc2c(n(CC(O)CN3C(=O)c4ccccc4S3(=O)=O)c3ccccc23)C1=O (centres undefined) | 1.3

Bioassay records (PubChem BioAssay)
